Screening results (PubChem BioAssay)
NCOA1 inh: SRC1 coactivator transcriptional activity inhibitors, primary screen, cell-based, luminescence. inhibition, % at 3.6 µM. HEK293 GAL4-SRC1 luciferase reporter. 360,000 compounds, 0.12% hits;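 active = inhibition above the campaign mean plus 3 SD, with each screening campaign given its own cutoff, cut at about 60% in these data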;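 note: 0% = DMSO treated cells and 100% = gossypol at 36 µM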
CF NFkB inh: inhibitors of PAF-induced NF-kB signaling, primary screen, cell-based, GFP fluorescence, uHTS; KKLEB NF-kB-GFP reporter, GFP fluorescence overnight; inhibition, % at 5 µM; 360,000 compounds, 0.86% hits;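 active = at least 50% inhibition at 5 µM, scaled per plate between neutral and stimulator controls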;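 note: PAF is a Pseudomonas aeruginosa culture filtrate used as stimulus; plate controls were PAF-stimulated DMSO wells for no effect and unstimulated DMSO wells for full effect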
EBV LMP1 NFkB: EBV LMP1-driven NF-kappaB luciferase reporter inhibitors, primary screen, cell-based, luminescence, single point. AID 504558, 2011. inhibition, % at 12.5 µM. LMP1-induced NF-kappaB luciferase reporter cells. 350,000 compounds, 0.69% hits; in the data active = inhibition above about 41%;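 note: 0% = neutral control wells and 100% = reference inhibitor control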
TROY signal inh: inhibitors of TROY-driven NF-kB signaling, primary screen, Q293 LMP1-TROYcd cells, NF-kB luciferase, uHTS. inhibition, % at 10 µM. Q293 LMP1-TROYcd NF-kB luciferase reporter, 4 h. AID 1347056, 2019. 360,000 compounds, 0.98% hits;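 active = compounds whose plate-normalised and pattern-corrected inhibition of the luciferase reporter signal at the single screening dose is 50% or more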
LRH-1 inv ag: LRH-1 (NR5A2) inverse agonists, primary screen, cell-based, luminescence, HEK293T, StAR-luciferase reporter; Nuclear receptor subfamily 5 group A member 2 (Homo sapiens), O00482; LRH-1 transfected, 24 h; inhibition, % at 3.6 µM; 360,000 compounds, 0.13% hits; AID 602396, 2012;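 active = inhibition above the mean inhibition of all tested compounds plus 3 SD, cut at about 73% in these data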;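 note: 0% = DMSO wells and 100% = reporter-only cells lacking LRH-1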
NCOA3 inh: SRC3 coactivator transcriptional activity inhibitors, primary screen, cell-based, luminescence; 360,000 compounds, 0.17% hits; HEK293 GAL4-SRC3 luciferase reporter; inhibition, % at 3.6 µM; AID 588352, 2011; Nuclear receptor coactivator 3 (Homo sapiens), Q9Y6Q9;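 active = inhibition above a per-campaign cutoff, the mean of all compounds plus 3 SD, cut at about 60% in these data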;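 note: 0% = DMSO-treated cells and 100% = gossypol-treated cells at 36 µM; higher means less SRC3-driven luciferase light from the GAL4 reporter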
KKLEB cytotox: cytotoxicity in KKLEB CF airway cells, primary screen, cytotoxicity control for CF NF-kB inhibitor project, cell-based, uHTS, fluorescence assay plates | KKLEB CF airway cells viability, ATPlite luminescence, overnight; stronger effect = lower value; cells stimulated with P. aeruginosa culture filtrate | activity change (cytotoxicity), % at 5 µM | 360,000 compounds, 0.36% hits;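 active = corrected activity change at or below -50% at 5 µM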
TRAIL sens C8: viability loss with TRAIL in NB7+C8 cells, primary screen, TRAIL sensitizer project, cell-based, ATPlite luminescence; inhibition (viability loss, TRAIL sensitization), % at 10 µM; 360,000 compounds, 1% hits;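 active = compounds causing at least 50% loss of cell viability in the single-dose screen, relative to plate controls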
TWEAK Fn14 block: inhibitors of TWEAK-Fn14 signaling, primary screen, luciferase reporter cells, uHTS; TWEAK-stimulated Fn14 reporter cells, luciferase luminescence, 8 h; inhibition, % at 10 µM; 360,000 compounds, 2% hits; AID 1159606, 2016; in the data active = inhibition above about 50%
COUP-TFII inh: NR2F2 transcriptional activity inhibitors, primary screen, cell-based, luciferase reporter, HEK293T, luminescence. COUP transcription factor 2 (Homo sapiens), P24468. HEK293T NGFI-A luciferase reporter. inhibition, % at 8.6 µM. 370,000 compounds, 0.7% hits;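 active = inhibition above a per-plate cutoff, mean inhibition of test wells between control levels plus 3 SD, cut at about 38% in these data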;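 note: cells cotransfected with COUP-TFII expression vector driving the NGFI-A reporter; 0% = median of COUP-TF2 test wells and 100% = reporter-only cells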
SRC2 inh: inhibition of GAL4-SRC2 driven luciferase reporter, primary screen, SRC2 inhibitor project, cell-based, luminescence. AID 651957, 2012. inhibition, % at 9 µM. HEK293 GAL4-SRC2 luciferase reporter. 370,000 compounds, 0.17% hits. Nuclear receptor coactivator 2 (Homo sapiens), Q15596;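 active = inhibition above the mean inhibition of all tested compounds plus 3 SD, set per campaign, cut at about 52% in these data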;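 note: 0% = DMSO treated cells and 100% = cells given Gossypol at 36 µM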
Target sequence (Q15596 whole entry, looked up, the tested form may be a part): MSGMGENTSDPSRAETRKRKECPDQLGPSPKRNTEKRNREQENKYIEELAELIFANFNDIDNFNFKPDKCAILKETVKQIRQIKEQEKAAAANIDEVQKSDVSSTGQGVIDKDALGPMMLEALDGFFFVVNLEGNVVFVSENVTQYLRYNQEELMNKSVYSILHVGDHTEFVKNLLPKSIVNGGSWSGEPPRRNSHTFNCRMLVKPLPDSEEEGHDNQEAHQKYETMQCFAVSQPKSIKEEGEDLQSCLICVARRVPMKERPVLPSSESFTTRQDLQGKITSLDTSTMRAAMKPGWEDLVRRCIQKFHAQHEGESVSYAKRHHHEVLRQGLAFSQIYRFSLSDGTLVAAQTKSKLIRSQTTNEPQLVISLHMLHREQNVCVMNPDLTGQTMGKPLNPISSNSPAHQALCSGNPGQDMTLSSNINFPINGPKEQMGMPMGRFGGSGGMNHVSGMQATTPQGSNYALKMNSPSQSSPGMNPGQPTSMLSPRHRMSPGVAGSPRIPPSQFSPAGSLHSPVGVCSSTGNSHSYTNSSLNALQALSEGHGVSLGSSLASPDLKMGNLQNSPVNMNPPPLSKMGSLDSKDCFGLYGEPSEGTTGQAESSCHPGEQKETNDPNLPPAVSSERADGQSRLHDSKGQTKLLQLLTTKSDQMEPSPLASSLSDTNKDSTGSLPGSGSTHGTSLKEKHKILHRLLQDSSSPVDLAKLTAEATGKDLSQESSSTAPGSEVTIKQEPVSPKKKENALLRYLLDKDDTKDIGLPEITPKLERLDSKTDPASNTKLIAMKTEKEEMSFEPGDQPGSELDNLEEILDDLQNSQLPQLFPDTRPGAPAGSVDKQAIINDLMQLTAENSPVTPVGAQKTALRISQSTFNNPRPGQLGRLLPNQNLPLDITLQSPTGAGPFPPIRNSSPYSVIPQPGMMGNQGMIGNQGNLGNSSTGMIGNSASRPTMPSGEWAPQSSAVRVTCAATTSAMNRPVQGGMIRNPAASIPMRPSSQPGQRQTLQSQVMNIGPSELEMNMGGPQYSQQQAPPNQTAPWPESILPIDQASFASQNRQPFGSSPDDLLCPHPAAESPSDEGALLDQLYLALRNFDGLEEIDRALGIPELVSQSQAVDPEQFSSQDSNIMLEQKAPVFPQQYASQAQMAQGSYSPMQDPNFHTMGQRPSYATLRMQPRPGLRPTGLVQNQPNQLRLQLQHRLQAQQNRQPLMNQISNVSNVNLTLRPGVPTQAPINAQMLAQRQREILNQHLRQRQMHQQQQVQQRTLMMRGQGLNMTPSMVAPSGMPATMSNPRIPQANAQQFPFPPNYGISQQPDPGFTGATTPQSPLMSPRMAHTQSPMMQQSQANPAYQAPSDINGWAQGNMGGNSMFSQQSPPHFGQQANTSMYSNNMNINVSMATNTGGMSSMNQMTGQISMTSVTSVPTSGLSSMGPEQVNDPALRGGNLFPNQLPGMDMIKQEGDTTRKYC
Starred values were filed as active, the others as inactive; · = not tested or not shown.

SMILES	NCOA1 inh	CF NFkB inh	EBV LMP1 NFkB	TROY signal inh	LRH-1 inv ag	NCOA3 inh	KKLEB cytotox	TRAIL sens C8	TWEAK Fn14 block	COUP-TFII inh	SRC2 inh
O=C(NNC(=O)C1CCN(Cc2ccc(Cl)c(Cl)c2)CC1)c1cccs1	-19	-1	10	14	-4	12	5	4	21	2	-2
O=C(c1ccccc1Oc1nnnn1-c1ccccc1)N1CCOCC1	-4	-9	-4	15	5	-2	-1	-12	-4	14	4
COCCN(C(=O)Cc1cccs1)C(C(=O)NCc1ccc(OC)cc1)c1ccc(C(C)C)cc1 (stereo not drawn)	-23	-2	4	3	1	7	-6	-8	24	-3	0
NC(N)=N/N=C/c1ccccc1	9	11	-10	-12	6	16	-3	5	15	-2	-16
OC(CNc1ccccc1)COc1ccc(OCC(O)CNc2ccccc2)cc1 (stereo not drawn)	4	-16	-8	-26	19	-28	0	-6	10	34	22
O=C(O)CCCN1C(=O)c2ccc(C(=O)c3cccc([N+](=O)[O-])c3)cc2C1=O	-14	7	8	7	11	-8	-14	0	14	8	-10
CSc1nc(-c2ccco2)nn1C(=O)c1ccccc1Cl	-3	18	-4	-10	-3	14	-9	7	51*	-25	-6
C[C@@H]1CN([C@@H](C)CO)C(=O)CCCn2nncc2CO[C@H]1CN(C)C(=O)c1ccc(N2CCN(C)CC2)cc1	4	-46	7	4	18	6	7	-10	3	5	5
CC(C)COC(=O)C1C(=O)CC(C)(O)C(C(=O)OCC(C)C)C1c1cccnc1 (stereo not drawn)	-16	6	-16	1	2	-15	1	-6	-6	7	-6
Cc1ccccc1/C=N\NC(=O)c1ccccc1-n1cccc1	5	-27	4	6	12	8	4	-9	6	-5	5
C=CCN1C(=O)c2ccc(C(=O)N(CCOC)c3c(N)n(CCCC)c(=O)[nH]c3=O)cc2C1=O	-7	-14	-10	-6	-2	7	5	4	11	14	10
COC(=O)CC1COc2ccccc2N1S(=O)(=O)c1ccc(Br)cc1 (stereo not drawn)	-15	10	2	7	3	8	0	-7	23	8	-2
CC1=C(C(=O)N(C)C)CC(CC(=O)NC(c2ccccc2)c2ccccc2)C(=O)N1Cc1ccc(F)cc1 (stereo not drawn)	-3	-9	2	-5	-8	12	-8	-3	0	-6	18
CC(C)c1ccc(NC2CCCN(C(=O)CCCn3cncn3)C2)cc1 (stereo not drawn)	6	-15	1	-12	7	18	18	12	11	7	-11
Cc1cc(C(=O)Cn2c(CO)nc3ccccc32)c(C)n1C	-1	-2	-5	-8	-5	0	-1	11	23	24	-9
COc1c(O)c(=O)n2c3ccccc3c3ccnc1c32	3	-31	-6	18	2	10	10	-11	-15	-6	-7
O=C1OC(c2ccccc2)(c2ccccc2)c2ccsc21	-2	-16	-1	-22	0	11	-6	-5	6	-3	-10
Cc1ccc(CNC(=O)CN2CCN(Cc3ccc(Cl)cc3)C2=O)cc1	-16	-8	-4	2	4	11	9	-6	-28	-12	19
CCOc1ccc(NC(=O)COC(=O)CNC(=O)c2ccc(-c3ccccc3)cc2)cc1	3	-17	7	-52	-25	10	1	15	-27	-3	-36
O=C1NC[C@H](CCCCN2C[C@H](Cc3ccccc3)N(CCc3ccccc3)C(=O)C2=O)N(CC2CCCCC2)C1=O	·	·	·	4	-9	·	·	14	16	-2	6
COC(=O)CCC(=O)N1CCOCCOCCOCC1	0	-9	-24	2	-8	6	13	-6	-7	6	16
O=C(O)c1cc(-c2ccc3c(c2)OCCO3)n[nH]1	-47	11	10	4	15	2	-6	10	-3	-6	-22
c1ccc(-c2noc(-c3cccnc3)n2)cc1	-97	-15	-19	-59	-118	-67	10	26	13	-57	-60
CCOC(=O)c1sc2ncn(C(CC)C(=O)OCC)c(=O)c2c1C (stereo not drawn)	-7	4	1	-18	0	16	-7	-1	-7	-3	-4
COc1ccc(-n2nc3c(c2NC(=O)C2CC2)CS(=O)(=O)C3)cc1	7	-8	8	17	5	-48	-4	2	-8	7	28
CN(C)CCCNS(=O)(=O)c1cc(Cl)c(Cl)cc1Cl	3	-11	-6	-27	-9	-10	-6	2	3	-6	-2
C=C[C@]1(C)C[C@H]1[C@H](NP(=O)(c1ccccc1)c1ccccc1)c1ccccc1	-4	12	3	6	4	15	6	4	4	-3	5
CC(C)N1CCN(Cc2ccc(-c3ccccc3)cc2)CC1CCO (stereo not drawn)	1	7	-2	5	10	8	-1	7	-14	1	7
CC(C)(C)c1cc(CCC(=O)NNC(=O)c2ccncc2)cc(C(C)(C)C)c1O	-11	-12	-12	-24	-12	15	8	-13	-5	21	-30
CCc1ccc(N2CC(C(=O)Nc3ccc(S(=O)(=O)Nc4nccs4)cc3)CC2=O)cc1 (stereo not drawn)	-2	-13	-7	1	5	-12	2	-7	33	0	3
CCC(C)C(=O)Nc1cc(C(=O)OC)ccc1C(=O)OC (stereo not drawn)	1	8	-3	-18	15	9	-15	-6	-3	·	·
CNc1cc(CS(=O)c2ccccc2)nc(-c2ccccc2)n1 (stereo not drawn)	-10	-15	-2	-20	-3	8	3	2	8	6	11
Cc1ccc(-n2nnc(-c3cccnc3)n2)cc1	-108	-7	-14	-47	-110	-62	15	23	2	-59	-88
COc1cc(-n2nc(C)c3c2OC(N)=C(C#N)C3c2ccccc2)c(Cl)c(Br)c1O (stereo not drawn)	-2	34	-7	45	13	10	-10	-9	18	-2	-7
C/C(CC(=O)Nc1ccc(N(C)C)cc1)=N\NC(=O)c1ccc(F)cc1	-14	-2	-11	27	-22	-32	1	-21	5	-13	-66
Cc1ccc(OCCN2CCN(C(=O)CCC(=O)Nc3nnc(C(C)C)s3)CC2)cc1	8	-4	31	23	25	20	-11	-6	2	41*	17
O=C(Nc1ccc(C(=O)O)cc1)/C(=C\c1ccco1)NC(=O)c1ccc(Br)cc1	8	-7	-8	-3	18	12	-4	5	-13	3	-24
Cc1cccc(N(C(=O)CCC(=O)Nc2cc(C)on2)C(C(=O)NC2CCCC2)c2ccncc2)c1 (stereo not drawn)	-6	3	-6	-4	-1	8	5	-11	3	10	-21
O=C(c1nc2ccc(Cl)cn2c1CNCC[C@@H]1C[C@@H]2C=C[C@H]1C2)N1CCCCCCC1	-4	2	-14	-9	10	0	-15	3	-31	2	-10
O=C(NCc1ccc2c(c1)OCO2)c1ccc2snnc2c1	-5	-4	-3	4	9	-16	6	-12	15	1	-31
Clc1ccc2nc(-c3ccccc3)c(CC3CCCCC3)n2c1	-2	7	·	-14	-27	-41	-5	9	8	-12	-2
CC1Cc2ccccc2N1C(=O)C1CCN(S(=O)(=O)Cc2ccccc2)CC1 (stereo not drawn)	-14	-2	-4	-8	6	-8	-1	0	-3	-2	-8
COc1ccccc1-n1c(SCC(=O)NC2CCCC2)nc2cccnc21	-33	-8	8	-18	-8	6	7	-18	-6	-2	14
Cc1ccc(OCC(=O)NCc2ccccn2)c(Br)c1	-102	-15	-16	-44	-55	-25	5	14	-1	-25	-68
CCOc1ccc(/C=N/NC(=O)C2(O)c3ccccc3-c3ccccc32)cc1	7	-13	-5	10	-33	6	0	-2	-8	-2	6
CCOCCc1c(O)nc(SCC(=O)N2CCOCC2)[nH]c1=O	5	14	-6	11	13	-9	-2	5	29	-3	-25
CC(C)(C)c1nc(SCC(=O)NNC(=O)c2ccccc2)c2ccccc2n1	4	23	-2	-2	7	3	-6	-2	19	-6	6
Cn1nnc2c[n+](CC(=O)c3ccc(Cl)cc3)cc(Br)c21	0	-8	·	-3	3	7	-1	18	-6	1	28
O=C(Nc1ccc(C(=O)N2CCCC2)cc1)c1cccc(C(F)(F)F)c1	-13	19	0	-11	-15	-2	-16	10	-23	4	18
COc1cccc(-c2ncc3ccccc3c2CO)c1	-4	-5	7	-31	-13	2	20	-9	-15	-4	-15
CN(C)CCCNCCCNC(=O)/C(=N\O)c1ccccn1	7	3	5	-5	13	-5	8	-2	5	-4	-10
O=C(c1ccc2nc3ccccc3c(=O)n2c1)N1CCN(Cc2ccc3c(c2)OCO3)CC1	-9	8	6	19	11	9	8	4	15	-2	12
CC(=O)NCCCC(=O)NC(CCC(=O)OCc1ccccc1)C(=O)OCc1ccccc1 (stereo not drawn)	2	8	-4	5	-3	12	18	3	8	1	3
O=C(CCN1C(=O)/C(=C/c2ccccc2Cl)SC1=S)NC1CCS(=O)(=O)C1 (stereo not drawn)	-19	-5	-1	-37	4	-9	-2	21	-22	7	-16
CC1CCCCC1NC(=O)Cn1c(=O)cnc2ccccc21 (stereo not drawn)	6	5	2	4	-12	6	1	-1	-3	5	-72
COC(=O)c1ccccc1NC(=O)CN1CCN(c2ccccn2)CC1	5	9	0	3	-6	22	0	3	-4	13	-12
COc1cccc(-c2nnn(CC(C)=O)n2)c1	-72	-16	-7	-19	-119	-69	-1	-3	10	-45	-47
CS(=O)(=O)N1CCN(c2ccc(NC(=O)c3ccc(Br)o3)cc2)CC1	-103	4	-14	-13	-101	-89	-1	13	-13	-42	-63
CCOC(=O)N1CCC(N2CCN(C3CCCC3)C(CCO)C2)CC1 (stereo not drawn)	-4	16	-4	21	4	16	-8	5	7	-4	-22
N#Cc1c(N)nc(SCC(=O)NCc2ccc3c(c2)OCO3)c(C#N)c1-c1cccs1	-5	-6	2	15	-12	8	-2	-7	-8	2	9

Later entries:
SMILES	NCOA1 inh	CF NFkB inh	EBV LMP1 NFkB	TROY signal inh	LRH-1 inv ag	NCOA3 inh	KKLEB cytotox	TRAIL sens C8	TWEAK Fn14 block	COUP-TFII inh	SRC2 inh
CC(C)CCNC(=O)CCNS(=O)(=O)c1ccc(Cl)cc1	-13	3	1	13	2	4	8	7	-14	8	-29
COc1ccc(CCNC(=O)C2CCN(C(=O)c3ccc(C(C)(C)C)cc3)CC2)cc1OC	-83	-5	2	-20	-63	-40	-1	3	-11	-13	-14
Cc1ccnc(NC(=O)Cc2c(F)cccc2Cl)c1	17	14	5	13	19	-2	10	-1	5	20	-6
COC(=O)c1nc(N)sc1-c1ccccc1	-21	-7	1	-7	-16	5	0	-9	23	-15	-30
COc1cccc(NC(=O)Nc2cnccn2)c1	-35	10	3	-31	-38	-32	-4	-2	-22	-6	-30
CCOC(=O)CCC(NC(=O)CCCCCCCC(=O)NC(CCC(=O)OCC)C(=O)OCC)C(=O)OCC (stereo not drawn)	-7	0	0	-5	-7	10	-2	11	18	9	11
